G9a inh = inhibitors of human histone lysine methyltransferase G9a. AID 504332. 350,000 compounds, 8.8% hits. Q96KQ7. Potency, µM (series often up to 102 µM), for inactives: at the top dose activity, negative = inhibition, actives largely listed as inhibitors. G9a H3K9 monomethylation, AlphaScreen, 2 h; also: potency is read from the fitted curve at half-maximal effect; % is scaled to controls: 0 for no effect and ±100 for the full control effect; nearly all actives have a fitted effect of over 75% in size
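Step 1: enzyme (final 20 nM) with compound, 15 min RT. Step 2: substrate peptide 500 nM and SAM 20 uM, 2 h RT. Step 3: anti-H3K9me1 antibody and AlphaScreen beads, 10 min, then plate read.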
BAZ2B block = blocks human BAZ2B. Q9UIF8. AlphaScreen BAZ2B-H3K14Ac peptide displacement. Potency, µM (titrated, usually from 114 µM), for inactives: top-dose activity change, negative = inhibition, usual class: inhibitors. 360,000 compounds, 4.4% hits. AID 504333; also: potency is read from the fitted curve at half-maximal effect; % is scaled to controls: 0 for no effect and ±100 for the full control effect; nearly all actives have a fitted effect of over 60% in size
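Protein-peptide AlphaScreen: BAZ2B 50 nM, b-H3K14Ac 50 nM, 1x PBS pH 7.4 + 0.01% Tween-20. Preincubation 30 min RT; cpd 30 min RT (top 110 uM); beads 20 min RT, light-protected.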
PI4K2A block = PI4K2A (human) kinase inhibition | Q9BTU6 | purified PI4K2A, ADP-Glo luminescence, 1 h; hits give low values | activity change, negative = inhibition, % at 76.9 µM | 420,000 compounds, 0.13% hits | AID 1346378; in the data active = activity change below about -50%; inconclusive = mostly about -30% to -49%;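 also: -100% = wells without enzyme as full effect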
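Compounds are screened against recombinant PI4K2A using PI as substrate and ATP, the latter dispensed at 300 microM. Reactions run one hour at ambient temperature before ADP-Glo detection; full inhibition defined by wells lacking enzyme.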
GLS inhibitor = glutaminase GLS (human) inhibition; GLS enzymatic activity, qHTS titration; Potency, µM (series often up to 45.5 µM), for the others: top-dose activity change, negative = inhibition, actives largely listed as inhibitors; 410,000 compounds, 0.21% hits; AID 624170; also: potency is read from the fitted curve at half-maximal effect; % is scaled to controls: 0 for no effect and ±100 for the full control effect
Target sequence (O94925 whole entry, looked up): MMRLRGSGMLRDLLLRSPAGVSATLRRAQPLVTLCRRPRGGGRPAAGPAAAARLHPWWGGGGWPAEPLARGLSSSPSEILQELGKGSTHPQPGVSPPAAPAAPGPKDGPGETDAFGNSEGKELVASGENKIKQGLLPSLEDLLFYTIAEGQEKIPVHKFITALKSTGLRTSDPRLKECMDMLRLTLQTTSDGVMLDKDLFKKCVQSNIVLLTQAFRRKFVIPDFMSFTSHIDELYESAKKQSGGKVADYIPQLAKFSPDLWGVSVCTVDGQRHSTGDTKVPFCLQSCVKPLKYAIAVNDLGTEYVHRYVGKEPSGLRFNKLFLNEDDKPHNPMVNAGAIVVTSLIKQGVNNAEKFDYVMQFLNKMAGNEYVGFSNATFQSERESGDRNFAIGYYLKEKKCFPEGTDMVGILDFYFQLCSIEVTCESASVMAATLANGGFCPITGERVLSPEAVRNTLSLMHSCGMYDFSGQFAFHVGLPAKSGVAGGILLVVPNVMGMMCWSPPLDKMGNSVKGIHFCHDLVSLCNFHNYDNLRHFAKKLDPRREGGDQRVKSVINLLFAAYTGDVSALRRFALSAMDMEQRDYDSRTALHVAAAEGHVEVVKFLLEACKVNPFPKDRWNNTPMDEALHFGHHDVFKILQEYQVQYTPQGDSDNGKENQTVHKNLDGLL
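Coupled fluorescence readout: glutamate oxidase/HRP/Amplex Red detect glutamate formed by hKGA from L-glutamine (1 mM solution added). Buffer 45 mM KH2PO4 pH 8.2, 0.02% Tween-20; reads at t0 and 30 min RT.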
HP1b chromo inh = blocks HP1-beta chromodomain binding to methylated histone tails. AlphaScreen HP1-beta / biotin-H3K9me3 peptide binding. Potency, µM (doses to about 114 µM), for inactives: top-dose activity change, negative = inhibition, most hits filed as inhibitors. 390,000 compounds, 0.56% hits. AID 540317; also: potency is read from the fitted curve at half-maximal effect; nearly all actives have a fitted effect of over 70% in size; inactives centre near 23
Target sequence (P83916 whole entry, looked up): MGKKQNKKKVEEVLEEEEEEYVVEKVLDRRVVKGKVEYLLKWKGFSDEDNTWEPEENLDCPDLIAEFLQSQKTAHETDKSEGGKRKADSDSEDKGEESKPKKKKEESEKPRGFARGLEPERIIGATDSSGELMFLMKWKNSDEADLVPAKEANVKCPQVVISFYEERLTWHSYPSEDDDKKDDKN
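AlphaScreen: HP1-beta (50 nM) preformed 30 min with biotin-H3(1-18)K9me3 peptide (50 nM) in PBS pH 7.4, 0.01% Tween-20. Compound added for 30 min at RT, then streptavidin donor/nickel chelate acceptor beads (10 ug/mL) for 30 min.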
Tb PGK inh = T. brucei PGK inhibition | PGK/GAPDH coupled, Kinase-Glo luminescence, 60 min | Potency, µM (highest dose often 57.5 µM), for inactives: at the top dose activity change, negative = inhibition, actives largely listed as inhibitors | 380,000 compounds, 0.043% hits | AID 602233; also: potency is read from the fitted curve at half-maximal effect; % is scaled to controls: 0 for no effect and ±100 for the full control effect; nearly all actives have a fitted effect of over 60% in size
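Luminescent ATP detection (Kinase-Glo Plus) follows a 60-minute room-temperature incubation, with wells lacking PGK as controls. Buffer: 100 mM TEA (pH 7.6), 5 mM MgCl2, 0.01% Tween-20. Coupling enzyme GAPDH (100 nM final) supplies unstable 1,3-BPG in-well.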
Pin1 inhibitor = human Pin1 inhibition; Pin1 FP peptide displacement, HiFluor488, 10 min; Potency, µM (series often up to 115 µM), inactives show top-dose activity, negative = inhibition, hits mostly inhibitors; 390,000 compounds, 0.009% hits; active = well fitted inhibition curve with a large enough effect in the polarisation, with a control signal flat, not every such curve was filed as active; inconclusive = small, poorly fitted or top-dose-only effect, or effect the other way, or a change in a side signal; inactive = no such curve, though single readings can be large or run the other way; the % refers to the polarisation; also: potency is read from the fitted curve at half-maximal effect; % is scaled to controls: 0 for no effect and ±100 for the full control effect
Target sequence (Q13526 whole entry, looked up): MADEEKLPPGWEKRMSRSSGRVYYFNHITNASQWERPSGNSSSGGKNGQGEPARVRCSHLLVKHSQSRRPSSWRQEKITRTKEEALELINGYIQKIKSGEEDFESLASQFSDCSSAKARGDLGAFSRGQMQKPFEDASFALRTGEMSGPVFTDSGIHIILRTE
JMJD2A Tudor = blocks the human JMJD2A Tudor domain. O75164. AlphaScreen JMJD2A-Tudor / H3K4me3 peptide binding. Potency, µM (highest dose often 114 µM), inactives show at the top dose activity change, negative = inhibition, hits mostly inhibitors. 390,000 compounds, 4.4% hits. AID 504339; also: potency is read from the fitted curve at half-maximal effect; % is scaled to controls: 0 for no effect and ±100 for the full control effect; nearly all actives have a fitted effect of over 50% in size
ERG-DNA inh = ERG Ets/DNA interaction inhibition; Potency, µM (highest dose often 76.9 µM), without a hit: at the highest dose FP activity, negative = inhibition, usual class: inhibitors; 370,000 compounds, 0.028% hits; fluorescence polarization, His-ERG Ets domain / labelled DNA; active = well fitted inhibition curve with a large enough effect in the polarisation, with a control signal flat; inconclusive = small, poorly fitted or top-dose-only effect, or effect the other way, or a change in a side signal; inactive = no such curve, though single readings can be large or run the other way; the % refers to the polarisation;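 also: polarization taken with two DNA probes labelled with fluorescein and Texas red; potency is read from the fitted curve at half-maximal effect; % of control where 0% means no effect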
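His-tagged ERG Ets domain (1 uM in the protein solution; 300mM KCl, 50mM Tris-HCl, 1mM EDTA, 1mM DTT, pH 7.5) received compound, then a probe mix of 5 nM fluorescein-DNA and 100nM Texas-615-DNA. Fluorescence polarization was read for both dyes.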
The depositor's hits bear a star; i = inactive; ? = inconclusive; . = not tested or not shown; [ ] = dose if it differs, or a comment. Unless noted, calls follow the shape of the dose curve; as a rule, active = well fitted curve in the direction sought with a large enough effect; inconclusive = small, poorly fitted or top-dose-only effect, or another doubt; inactive = no such curve, though single readings can be large; an effect the other way counts as inactive or inconclusive. No enrichment for hits. Share with any hit: about 11%.

No.	molecule	G9a inh	BAZ2B block	PI4K2A block	GLS inhibitor	HP1b chromo inh	Tb PGK inh	Pin1 inhibitor	JMJD2A Tudor	ERG-DNA inh
1	Nc1nonc1C(=O)N/N=C/c1ccc(-c2ccc(Cl)c(C(=O)O)c2)o1	32µM*	79µM*	-5	2%	14%	-18%	0%	-24%	-3%
2	O=C(Nc1ccc(OC(F)(F)F)cc1)c1ccc(-n2cncn2)nc1	-6%[59 µM]	-6%	-4	0%	43%[activator]	-2%	-2%	-2%	7%
3	COc1cccc(OC)c1CNC(=O)CCSCc1ccccc1F	7%[59 µM]	0%	2	4%	11%	-9%	4%	-18%	-2%
4	CCCCn1c(N)c(N(CCC(C)C)C(=O)c2ccccc2C)c(=O)[nH]c1=O	?	-26%	4	0%	10%	i	-7%	-21%	4%
5	COc1ccccc1NC(=O)COc1ccc(Br)cc1CO	4%[59 µM]	45%[activator]	2	-5%	43%	i	4%	-7%	-6%
6	O=C(Nc1ccc2oc(-c3cccnc3)nc2c1)c1cccnc1	3%[59 µM]	11%	3	3%	33%	6%	26%	-6%	3%
7	CCOc1ccc(-n2c(=S)sc3c(=O)[nH]c(SCC(=O)NCc4ccco4)nc32)cc1	40µM*	?	-7	3%	-2%	-18%	-13%	?	-6%
8	CC(C)NC(=S)N1CCn2c(nc3ccccc32)C1	6%[59 µM]	-1%	1	5%	7%	1%	-6%	-10%	-5%
9	O=C1OCCN/C1=C\C(=O)c1ccc(Cl)cc1	56µM*	-25%	-6	30%	-10%	-10%	3%	?	-4%
10	O=C(O)c1cc(-c2ccc(Cl)c(Cl)c2)n(-c2ccc(F)cc2)n1	25%	-3%	-1	8%	66%[activator]	.	-10%	-4%	-1%
11	CC(=O)c1ccccc1NC(=O)COC(=O)/C=C/c1ccc(OC(F)F)cc1	?	-5%	-1	9%	9%	-5%	-5%	-12%	17%
12	COc1cccc(OC)c1C(=O)NC(=S)Nc1ccc2oc(=O)ccc2c1	4%[59 µM]	-22%	6	18%	26%	-5%	0%	-18%	-9%
13	CC(NCc1ccccc1O)C12CC3CC(CC(C3)C1)C2 (centres undefined)	8%[2.33 µM]	-5%	-5	25%	36%	-5%	-8%	-21%	-2%
14	COc1ccc(-n2c(CN3CCN(Cc4ccccc4)CC3)nc3ccc([N+](=O)[O-])cc3c2=O)c(OC)c1	-37%	?	-2	-14%	-4%	4%	-5%	-7%[11.4 µM]	3%
15	Cn1c(-c2ccc(Cl)cc2)ccc(C#N)c1=O	-3%[59 µM]	44%[activator]	0	-5%	46%[activator]	i	1%	5%	11%
16	CCN(CC)C(=O)CSc1nsc(SCC(=O)N(CC)CC)c1C#N	2%[12.7 µM]	7%	6	13%	48%[activator]	5%	-3%	-5%	4%
17	CCN(CC)S(=O)(=O)c1ccc2oc(C(=O)NCCCN3CCOCC3)c(C)c2c1	-45%[2.33 µM]	-3%	0	13%	32%	i	-6%	-14%	.
18	Cc1cc(C)nc(N2CCCC(CCC(=O)NCc3ccc(F)c(F)c3)C2)n1 (centres undefined)	.	3%	1	2%	4%	4%	-3%	-18%	-1%
19	CC1CN(C(=O)c2ccc([N+](=O)[O-])s2)CC(C)O1 (centres undefined)	.	.	4	-1%	27%	2%	7%	-16%	-2%
20	Cc1ccc(SCCNC(=O)/C=C/c2cccc([N+](=O)[O-])c2)cc1	-11%[59 µM]	-37%	-1	6%	-5%	i	0%	-26%	3%
21	COc1ccc(N2C(=O)CC(N(C)CCc3ccc(OC)c(OC)c3)C2=O)cc1 (centres undefined)	.	-3%	6	-2%	35%	2%	-6%	-14%	18%[15.4 µM]
22	O=C(CN(C(=O)CNC(=O)c1cccs1)c1ccccc1)NC1CCCCC1	18%[59 µM]	3%	6	2%	10%	-2%	-1%	-16%	2%
23	COc1ccc(S(=O)(=O)N2CCC(C(=O)NCCC3=CCCCC3)CC2)cc1C	24%[12.7 µM]	-4%	17	1%	28%	i	-2%	3%	-9%
24	CCN(CC)CCCNC(=O)c1c(O)c2cc(F)cc3c2n(c1=O)C(C)CC3 (centres undefined)	-70%	-8%	0	-7%	33%	i	0%	-17%	12%
25	C=CCSC1=N/C(=C\c2sccc2C)C(=O)S1	.	-6%	5	10%	6%	4%	0%	-16%	1%
26	CC(=O)OCC(OC(C)=O)C(OC(C)=O)C(OC(C)=O)C(=O)Nc1ccc(C)cc1 (centres undefined)	-7%	-17%	4	6%	56%[activator]	-9%	-10%	3%[57.1 µM]	6%
27	COc1ccc(/C=N/NC(=O)Cc2ccc(Cl)cc2)cc1OC	30%[59 µM]	-6%	-9	6%	24%	-9%	-2%	-7%	4%
28	Cc1cccc(OCc2nnc(SCC(=O)N(C)C3CCCCC3)o2)c1	5%	8%	0	1%	7%	1%	-2%	0%	0%
29	CC(=O)c1ccc(NC(=O)c2cc3c([nH]c2=O)CC(c2ccccc2)CC3=O)cc1 (centres undefined)	-37%[59 µM]	3%	-3	-5%	17%	12%	1%	-11%	-4%
30	CCCNc1nc2c(c(=O)n(C)c(=O)n2C)n1Cc1cccc(C)c1	-18%	3%	2	1%	27%	2%	4%	-19%	-1%
31	CCOc1ccc(-c2cn3c(n2)sc2cc(C(=O)NCCCN4CCCCC4)ccc23)cc1	2%[59 µM]	-29%	-12	0%	39%	-2%	8%	-13%	-5%
32	CCN(CCCNC(=O)CSc1cc(=O)n(C)c2ccccc12)c1ccccc1	?	.	-1	51%[activator]	11%	0%	3%	?	-2%
33	O=C(CSc1nnc(-c2ccccc2Br)n1-c1ccccc1)c1ccc(F)cc1	-8%[59 µM]	?	4	6%	20%	2%	42%[activator]	-22%	-4%
34	O=C(CCCCn1c(=O)c2ccccc2n(Cc2ccccc2)c1=O)NC1CCN(Cc2ccccc2)CC1	-3%	-6%	11	-8%	19%	i	2%	-27%	-8%
35	Cc1cccc(NC(=O)c2sc3cccc(Cl)c3c2Cl)c1	55%[activator][59 µM]	21%	-4	1%	61%[activator]	-6%	8%	38%[activator]	-4%
36	COc1ccc(N2C(=O)C3CCCN3C2c2ccccc2)cc1 (centres undefined)	19%	11%	2	-7%	45%[activator]	i	1%	-1%	-5%
37	COc1ccc(OC)c(NC(=O)C(C#N)=Cc2ccco2)c1	.	.	1	-22%	3%[57 µM]	i	13%	-32%	8%
38	O=C(Nc1ccccn1)c1ccc2c(c1)OCO2	50µM*	-16%	-15	0%	43%[activator]	?	-6%	-5%	0%
39	COc1ccc2cc(C(=O)NCC(=O)O)sc(=O)c2c1OC	22%[0.501 µM]	-4%	1	3%	22%	-4%	-6%	-10%	-5%
40	C=CCOc1ccc(/C(O)=C2/C(=O)C(=O)N(CCN3CCOCC3)C2c2ccc(C)cc2)cc1 (centres undefined)	?	-4%	3	7%	61%[activator]	i	-6%	-21%[57.1 µM]	-1%
41	CN1CCN(C(CNS(=O)(=O)c2ccc(Cl)cc2)c2cccnc2)CC1 (centres undefined)	-9%[59 µM]	-3%	7	8%	8%	-1%	-4%	-6%	-6%
42	COc1cccc(-c2nc(CCl)cs2)c1	?	0%	-16	-2%	112%[activator]	i	6%	19%	6%
43	COc1cccc2c(=O)n(CC(=O)NC3CCCCC3)ccc12	-29%	1%	1	1%	34%	-5%	-8%	-21%	12%
44	COc1ccc(N2CCN(C(CNC(=O)c3cccc(Cl)c3)c3cccnc3)CC2)cc1 (centres undefined)	19%[2.33 µM]	-36%	-3	31%	-16%	-1%	-4%	?	-1%
45	CCCC(C)C(=O)Nc1cccc(NC(C)=O)c1 (centres undefined)	-25%[2.33 µM]	-8%	1	-3%	36%	-1%	1%	-13%	6%

3 entries from above, sorted by molar mass, rising.
No.	molecule	G9a inh	BAZ2B block	PI4K2A block	GLS inhibitor	HP1b chromo inh	Tb PGK inh	Pin1 inhibitor	JMJD2A Tudor	ERG-DNA inh
42	COc1cccc(-c2nc(CCl)cs2)c1	?	0%	-16	-2%	112%[activator]	i	6%	19%	6%
32	CCN(CCCNC(=O)CSc1cc(=O)n(C)c2ccccc12)c1ccccc1	?	.	-1	51%[activator]	11%	0%	3%	?	-2%
40	C=CCOc1ccc(/C(O)=C2/C(=O)C(=O)N(CCN3CCOCC3)C2c2ccc(C)cc2)cc1 (centres undefined)	?	-4%	3	7%	61%[activator]	i	-6%	-21%[57.1 µM]	-1%

Complete entries, looked up by structure. Order of values: G9a inh, BAZ2B block, PI4K2A block, GLS inhibitor, HP1b chromo inh, Tb PGK inh, Pin1 inhibitor, JMJD2A Tudor, ERG-DNA inh
`COc1cccc2c(=O)n(CC(=O)NC3CCCCC3)ccc12` as listed: -29%, 1%, 1, 1%, 34%, -5%, -8%, -21%, 12%
`COc1ccc2cc(C(=O)NCC(=O)O)sc(=O)c2c1OC` as listed: 22%[0.501 µM], -4%, 1, 3%, 22%, -4%, -6%, -10%, -5%

Assay outcomes: PubChem, National Center for Advancing Translational Sciences (NCATS)
